BLM helicase inh: inhibitors of human Bloom syndrome helicase BLM; Potency, µM (series often up to 56.1 µM), without a hit: at the highest dose activity change, negative = inhibition, usual class: inhibitors; recombinant BLM DNA unwinding, fluorescence dequenching; AID 2528; 350,000 compounds, 0.2% hits;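 note: potency is the fitted concentration of half-maximal effect; plate controls were vehicle for no effect and no enzyme for full effect; nearly all actives have a fitted effect of over 35% in size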
ERG Ets-DNA blk: blocks human ERG Ets domain binding to DNA; P11308; fluorescence polarization, His-ERG Ets domain / labelled DNA; Potency, µM (titrated, usually from 76.9 µM), inactives show top-dose FP activity, negative = inhibition, most hits filed as inhibitors; 370,000 compounds, 0.028% hits; active = well fitted inhibition curve with a large enough effect in the polarisation, with a control signal flat; inconclusive = small, poorly fitted or top-dose-only effect, or effect the other way, or a change in a side signal; inactive = no such curve, though single readings can be large or run the other way; the % refers to the polarisation;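 note: polarization taken with two DNA probes labelled with fluorescein and Texas red; potency is the fitted concentration of half-maximal effect; % of control where 0% means no effect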
Target sequence (P11308 whole entry, looked up, the tested form may be a part): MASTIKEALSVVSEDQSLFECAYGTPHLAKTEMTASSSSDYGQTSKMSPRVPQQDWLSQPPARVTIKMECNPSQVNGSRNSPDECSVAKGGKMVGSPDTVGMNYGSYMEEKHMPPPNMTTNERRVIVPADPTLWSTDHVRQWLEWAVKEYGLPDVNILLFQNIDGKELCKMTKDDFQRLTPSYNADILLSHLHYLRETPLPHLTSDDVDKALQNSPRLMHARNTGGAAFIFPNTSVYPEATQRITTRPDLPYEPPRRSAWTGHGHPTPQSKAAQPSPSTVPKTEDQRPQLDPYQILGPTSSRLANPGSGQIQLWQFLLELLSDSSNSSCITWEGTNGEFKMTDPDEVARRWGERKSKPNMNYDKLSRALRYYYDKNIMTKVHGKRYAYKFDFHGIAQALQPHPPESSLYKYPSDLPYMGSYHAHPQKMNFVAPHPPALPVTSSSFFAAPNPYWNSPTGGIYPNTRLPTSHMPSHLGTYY
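His-tagged ERG Ets domain (1 uM in the protein solution; 300mM KCl, 50mM Tris-HCl, 1mM EDTA, 1mM DTT, pH 7.5) received compound, then a probe mix of 5 nM fluorescein-DNA and 100nM Texas-615-DNA. Fluorescence polarization was read for both dyes.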
Apoferritin bind: candidate novel general anesthetic via apoferritin binding; Potency, µM (highest dose often 77.5 µM), inactives show at the top dose activity change, negative = displacement, hits mostly inhibitors; apoferritin/1-aminoanthracene competitive binding, fluorescence; 350,000 compounds, 0.074% hits; P02791; note: potency is the fitted concentration of half-maximal effect; % is set by controls: 0 for no effect and ±100 for the full control effect; nearly all actives have a fitted effect of over 20% in size
Target sequence (P02791 2-175 limits assumed): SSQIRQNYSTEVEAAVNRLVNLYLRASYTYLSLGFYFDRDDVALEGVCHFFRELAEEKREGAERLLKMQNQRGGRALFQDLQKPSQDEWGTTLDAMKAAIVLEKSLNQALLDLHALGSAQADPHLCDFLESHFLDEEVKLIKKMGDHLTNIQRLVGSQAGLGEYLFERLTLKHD
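Steps: apoferritin (10 uM) was premixed with half-saturated 1-AMA in PBS, compounds were pin-transferred, plates stood 10 min at room temperature, fluorescence was read at 380/535 nm, and curves were fitted with a Hill equation.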
POLB inh: DNA polymerase beta (human) inhibition | Pol beta primer extension/strand displacement, fluorescence kinetic | 340,000 compounds, 1.3% hits | AID 485314 | P06746 | Potency, µM (top dose mostly 114 µM), without a hit: at the top dose activity change, negative = inhibition, actives largely listed as inhibitors; note: potency is the fitted concentration of half-maximal effect; % is set by controls: 0 for no effect and ±100 for the full control effect
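Values derive from four-parameter Hill fits of normalized kinetic data: reads at 0 and 10 min following addition of 50 nM substrate to 10 nM Pol beta preincubated 15 min with compound.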
TRHR agonist: TRH receptor (human) agonism; P34981; TRHR cells, calcium flux fluo-8, FDSS agonist mode; 360,000 compounds, 0.18% hits; activation, % at 2 µM; AID 493084; in the data active = activation above about 30%; note: 0% is about no effect
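Fluo-8-loaded TRHR cells; 10 s baseline, compound added, kinetic Ca2+ fluorescence read 1/s, agonist mode.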
Pol kappa inh: DNA polymerase kappa (human) inhibition; Q9UBT6; purified Pol kappa, fluorescent DNA synthesis assay, 10 min; Potency, µM (titrated, usually from 107 µM), for inactives: at the highest dose activity, negative = inhibition, actives largely listed as inhibitors; 400,000 compounds, 0.53% hits; note: potency is the fitted concentration of half-maximal effect; % is set by controls: 0 for no effect and ±100 for the full control effect
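50 nM final substrate added after 15 min RT preincubation of 10 nM Pol kappa with compound; fluorescence read at 0 and 10 min.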
APE1 inh: blocks human APE1 abasic DNA cleavage. recombinant APE1, TAMRA/BHQ-2 abasic DNA cleavage fluorescence. Potency, µM (top dose mostly 65.8 µM), inactives show at the highest dose activity change, negative = inhibition, actives largely listed as inhibitors. P27695. 350,000 compounds, 0.35% hits;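 note: potency is the fitted concentration of half-maximal effect; plate controls were vehicle for no effect and reference inhibitor for full effect; nearly all actives have a fitted effect of over 55% in size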
Target sequence (P27695 whole entry, looked up): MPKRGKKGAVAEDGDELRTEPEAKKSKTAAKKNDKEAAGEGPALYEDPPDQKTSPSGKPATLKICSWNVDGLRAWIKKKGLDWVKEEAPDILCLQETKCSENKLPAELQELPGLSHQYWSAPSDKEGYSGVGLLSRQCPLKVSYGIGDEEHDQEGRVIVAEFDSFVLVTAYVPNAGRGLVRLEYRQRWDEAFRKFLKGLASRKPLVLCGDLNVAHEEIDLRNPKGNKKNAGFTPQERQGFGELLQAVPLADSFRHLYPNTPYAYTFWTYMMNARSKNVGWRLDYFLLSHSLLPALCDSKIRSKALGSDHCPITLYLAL
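Incision of a quenched TAMRA/BHQ-2 THF abasic-site duplex (50 nM) by 0.75 nM APE1, after 15 min compound preincubation, measured as fluorescence increase over three 60 s reads. Values normalized to buffer, DMSO and NSC13755 control wells.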
ALOX12 inh: inhibitors of human 12S-lipoxygenase ALOX12; P18054; purified 12hLO, xylenol orange hydroperoxide absorbance; 580,000 compounds, 1.1% hits; Potency, µM (titrated, usually from 108 µM), for inactives: top-dose activity change, negative = inhibition, usual class: inhibitors; note: potency is the fitted concentration of half-maximal effect; % is set by controls: 0 for no effect and ±100 for the full control effect
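Purified human 12hLO (150 nM final) in 25 mM Hepes, 0.01% Triton X-100, pH 7.0 was preincubated 15 min at room temperature with compound. Then 40 uM arachidonic acid was added, 30 min. Hydroperoxide was read by Fe-XO absorbance ratio 573/405 nm.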
Pol iota inh: inhibitors of human DNA polymerase iota. 390,000 compounds, 1% hits. Potency, µM (top dose mostly 115 µM), for the others: at the top dose activity, negative = inhibition, hits mostly inhibitors. AID 588590. Pol iota fluorescent replication assay, 10 min. Q9UNA4; note: potency is the fitted concentration of half-maximal effect
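Fluorescent replication assay read twice, at 0 min and 10 min after adding 50 nM (final) substrate. Enzyme (10 nM) and compounds were first incubated 15 min at room temperature; enzyme-free buffer wells were negative controls.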
An asterisk follows results filed as active; i = inactive; ? = inconclusive; . = not tested or not shown; & = joins results of further samples; [ ] = remark or other dose. Unless noted, calls come from the whole dose curve; as a rule, active = well fitted curve in the direction sought with a large enough effect; inconclusive = small, poorly fitted or top-dose-only effect, or another doubt; inactive = no such curve, though single readings can be large; an effect the other way counts as inactive or inconclusive. These rows are one share of the data (hit frequency here may not be typical).

Sample of the layout:
SMILES | BLM helicase inh | ERG Ets-DNA blk | Apoferritin bind | POLB inh | TRHR agonist | Pol kappa inh | APE1 inh | ALOX12 inh | Pol iota inh
O=C(Cc1c(F)cccc1Cl)Nc1cccc(S(=O)(=O)NC2=NCCCCC2)c1 | . | -4% | . | . | 0.7 | -2% | 21% | 3% | -18%
CC1CCC(NC(=O)c2ccc(CSc3nc4ccncc4n3Cc3ccc(F)cc3)cc2)CC1 (stereo not given) | -7% | 0% | ? | -2% | 0.7 | -10% | . | 1% | 17%

The listing (from the top)
SMILES | BLM helicase inh | ERG Ets-DNA blk | Apoferritin bind | POLB inh | TRHR agonist | Pol kappa inh | APE1 inh | ALOX12 inh | Pol iota inh
O=C(Cc1c(F)cccc1Cl)Nc1cccc(S(=O)(=O)NC2=NCCCCC2)c1 | . | -4% | . | . | 0.7 | -2% | 21% | 3% | -18%
CC1CCC(NC(=O)c2ccc(CSc3nc4ccncc4n3Cc3ccc(F)cc3)cc2)CC1 (stereo not given) | -7% | 0% | ? | -2% | 0.7 | -10% | . | 1% | 17%
Cc1nn(-c2ccccc2)c(Cl)c1/C=N/NC(=O)c1ccn[nH]1 | 0% | -1% | 2% | 19% | -0.7 | 5% | -7% | -1% | 11%
NC(=O)CSc1nnc(-c2ccc(S(=O)(=O)N3CCCCC3)cc2)n1-c1ccccc1 | -2% | . | -4% | -11% | 0.0 | 0% | -1% | 2% | -2%
CC(C)(C)NC(=O)C(c1ccncc1)N(Cc1ccc(F)cc1)C(=O)c1ccc(-c2ccccc2)[nH]1 (stereo not given) | 0% | 6% | ? | -22% | -1.2 | -9% | -6% | -10% | 30%
CCOc1cc(C(=O)NCC(C)(C)CNC(=O)c2cc(OCC)c(OCC)c(OCC)c2)cc(OCC)c1OCC | . | -2% | . | . | . | -14% | . | 62%[activator] | 89%[activator]
CCOc1ccc2[nH]c(=O)c(CN(CCO)C(=O)c3ccc(F)cc3)cc2c1 | 0% | 9% | 1% | 13% | -2.6 | -4% | -5% | 0% | 5%
C/C(=N\N(Cc1ccccc1)c1ccccc1)c1ccncc1 | -1% | 2% | ? | 5% | 1.0 | -5% | 0% | ? | 10%
CCN(CC(=O)Nc1c(C(=O)OC)[nH]c2ccc(Cl)cc12)c1ccc2c(c1)OCO2 | -14% | -11% | -17% | 2% | 0.7 | -13% | -2% | ? | ?
COc1ccc(Nc2cc(C(=O)NCCCN3CCOCC3)c3ccccc3n2)cc1 | -1% | -16% | -11% | 4% | 1.1 | -20% | 7% | -1% | 33%[activator]
COC(=O)c1ccccc1NC(=O)NCc1ccccc1 | -8% | 7% | -14% | -3% | -0.4 | -11% | -11% | 2% | 3%
CCOC(=O)c1cc(OCC(=O)NC(C)C(C)C)cc(C(=O)OCC)c1 (stereo not given) | -2% | -2% | -10% | 47% | -0.3 | 0% | 1% | 0% | 5%
COc1ccc(S(=O)(=O)N2CCC(C(=O)NC3CCCCC3)CC2)cc1OC | . | 6% | . | . | -0.2 | -3% | 24% | -4% | 6%
COc1cc(OC)cc(-c2cc3ncccc3cn2)c1 | . | -13% | . | . | -0.3 | 4% | 4% | 32µM* | 50%
CC(C(=O)Nc1sc2c(c1C#N)CCCCC2)N1C(=O)c2ccccc2C1=O (stereo not given) | -3% | 2% | -4% | 25% | -0.8 | -9% | -2% | -7% | 159%[activator]
COc1ccccc1NC(=O)COC(=O)c1ccc(S(=O)(=O)N2CCCCCC2)cc1 | . | -5% | . | . | . | -10% | -6% | -3% | 82%[activator]
COc1ccc2nc(N3CCN(C(=O)c4ccc([N+](=O)[O-])o4)CC3)sc2c1 | . | -1% | . | . | -0.3 | 2% | 4% | -7% | -1%
Cn1nnnc1SCC1=C(C(=O)O)N2C(=O)[C@@H](NC(=O)[C@H](O)c3ccccc3)[C@H]2SC1 | 38%[activator] | 22% | 4% | 10µM* | -1.2 | 1.6µM* | ? | . | 3.2µM*
COc1ccc(NC(=O)c2cc(C)no2)cc1 | 0% | 8% | -4% | 14% | -1.8 | 0% | 44%[activator] | 13µM* | 11%
COC(=O)C(C)Sc1nnc2n(-c3cccc(C)c3)c(=O)c3c4c(sc3n12)CCCC4 (stereo not given) | -3% | -2% | -3% | 6% | -0.9 | -12% | 4% | 1% | 4%

Given in markdown: part of the list above.
| molecule | BLM helicase inh | ERG Ets-DNA blk | Apoferritin bind | POLB inh | TRHR agonist | Pol kappa inh | APE1 inh | ALOX12 inh | Pol iota inh |
| --- | --- | --- | --- | --- | --- | --- | --- | --- | --- |
| O=C(Cc1c(F)cccc1Cl)Nc1cccc(S(=O)(=O)NC2=NCCCCC2)c1 | . | -4% | . | . | 0.7 | -2% | 21% | 3% | -18% |
| CC1CCC(NC(=O)c2ccc(CSc3nc4ccncc4n3Cc3ccc(F)cc3)cc2)CC1 (stereo not given) | -7% | 0% | ? | -2% | 0.7 | -10% | . | 1% | 17% |
| Cc1nn(-c2ccccc2)c(Cl)c1/C=N/NC(=O)c1ccn[nH]1 | 0% | -1% | 2% | 19% | -0.7 | 5% | -7% | -1% | 11% |
| NC(=O)CSc1nnc(-c2ccc(S(=O)(=O)N3CCCCC3)cc2)n1-c1ccccc1 | -2% | . | -4% | -11% | 0.0 | 0% | -1% | 2% | -2% |
| CC(C)(C)NC(=O)C(c1ccncc1)N(Cc1ccc(F)cc1)C(=O)c1ccc(-c2ccccc2)[nH]1 (stereo not given) | 0% | 6% | ? | -22% | -1.2 | -9% | -6% | -10% | 30% |
| CCOc1cc(C(=O)NCC(C)(C)CNC(=O)c2cc(OCC)c(OCC)c(OCC)c2)cc(OCC)c1OCC | . | -2% | . | . | . | -14% | . | 62%[activator] | 89%[activator] |
| CCOc1ccc2[nH]c(=O)c(CN(CCO)C(=O)c3ccc(F)cc3)cc2c1 | 0% | 9% | 1% | 13% | -2.6 | -4% | -5% | 0% | 5% |
| C/C(=N\N(Cc1ccccc1)c1ccccc1)c1ccncc1 | -1% | 2% | ? | 5% | 1.0 | -5% | 0% | ? | 10% |
| CCN(CC(=O)Nc1c(C(=O)OC)[nH]c2ccc(Cl)cc12)c1ccc2c(c1)OCO2 | -14% | -11% | -17% | 2% | 0.7 | -13% | -2% | ? | ? |
| COc1ccc(Nc2cc(C(=O)NCCCN3CCOCC3)c3ccccc3n2)cc1 | -1% | -16% | -11% | 4% | 1.1 | -20% | 7% | -1% | 33%[activator] |

(list continues)
SMILES | BLM helicase inh | ERG Ets-DNA blk | Apoferritin bind | POLB inh | TRHR agonist | Pol kappa inh | APE1 inh | ALOX12 inh | Pol iota inh
OCC1O[C@H](O)C(Cl)C(O)C1O (stereo not given in full) | . | . | . | 12%[57.1 µM] | . | -11%[60.1 µM] | 3% | . | -3%[58.9 µM]
CCOC(=O)CCCCC(=O)c1[nH]c(=O)[nH]c1CSc1nc(C)cc(=O)[nH]1 | -3% | . | -10% | -3% | 0.1 | -5% | -3% | -6% | 1%
COc1ccc(S(=O)(=O)N(C)CC(=O)N2CCCCCC2)cc1 | -9% | 3% | -13% | 0% | 0.0 | -10% | -21% | i | 44%[activator]
CCOC(=O)CC1(C)NC(C(=O)O)C(C)(C)S1 (stereo not given) | . | -6% | . | . | . | -12% | . | -10% | 10%
COc1ccccc1OCC(=O)Nc1nc(C)c(C)s1 | 0% | 5% | -3% | 17% | -0.2 | 1% | -3% | 1% | 63%[activator]
CCNc1nc(NC(C)(C)C)nc(SCC(N)=O)n1 | -5% | 3% | -6% | 18% | 0.1 | -4% | 5% | -4% | 44%[activator]
CSCCC(N=C(NS(=O)(=O)c1ccc(Br)cc1)c1ccccc1)C(=O)O (stereo not given) | -4% | -25% | -5% | 1% | -0.8 | -7% | -8% | -21% | 18%
CCOc1ccc(S(=O)(=O)NCCC(=O)Nc2cccc(C(=O)OC)c2)cc1 | -3% | -9% | 3% | 11% | -0.3 | -8% | -2% | -11% | 155%[activator]
O=C(O)c1cccc(S(=O)(=O)N2CCCC2)c1 | -3% | -1% | -8% | 10% | 0.4 | -32% | 12% | 3% | -4%[58.9 µM]
CCOc1ccc2c(c1)C(C)=CC(C)(C)N2 | 6% | -9% | 9%[29.3 µM] | . | -0.2 | 6% | 15% | ? | 2%
O=C(NN=Cc1c(O)ccc2ccccc12)c1ccncc1 | . | -1% | . | . | . | -20% | . | ? | 0%
COc1ccc2c(c1)c1c(c(=O)n(-c3ccccc3)c(=O)n1CC(=O)NCCC1=CCCCC1)n2C | -1% | 7% | 27% | 11% | -0.1 | -3% | . | -24% | 15%
Cc1cccc(N(C(=O)Cn2nnc3ccccc32)C(C(=O)NCc2ccco2)c2ccncc2)c1 (stereo not given) | -2% | -4% | -9% | -2% | -0.3 | -14% | -2% | 2% | -9%
c1ccc(CNc2ncnc3[nH]ncc23)cc1 | 2% | 7%&0% | 4% | 3% | 0.3 | 1% | . | -8%&-13% | 4%&15%
C[C@@H](C(=O)Nc1ccccc1N1CCOCC1)N1C(=O)C2CC=CCC2C1=O (stereo not given in full) | -1% | 0% | -7% | 19% | -0.1 | -1% | 0% | 1% | 14%
Cc1ccc(/C=N/NC(=O)CNC(=O)COc2ccccc2)o1 | 1% | -13% | -3% | 23% | -0.2 | -9% | 2% | -6% | 17%
CC(=O)c1cc(NC(=O)c2ccc(Cl)cc2)c(=O)oc1/C=C/N(C)C | -3% | -4% | -3% | -14% | 39* | -28% | -3% | ? | 4%
CC(=O)N(Cc1ccco1)c1nc(C(=O)Nc2ccc(Cl)cc2)c(C)s1 | 7% | 3% | 5% | 14% | 0.6 | -9% | 26% | ? | 13%
Cc1noc(C(=O)Nc2cccc(Cl)c2)c1Cl | -4% | -3% | -9% | 16% | 1.4 | 10% | ? | 110%[activator] | 17%
CC(=C/C(=O)O)/C=C/c1cccs1 | 0% | -2% | -9% | 12% | -0.1 | 4% | -2% | 151%[activator] | -5%
